Screening data as filed in PubChem BioAssay.
PAD4 inh – human PAD4 inhibitors, primary screen, biochemical, fluorescence polarization, 1536-well format. Protein-arginine deiminase type-4 (Homo sapiens), Q9UM07. recombinant PAD4, RCA probe fluorescence polarization. inhibition, % at 6.36 µM. 0.41% of 330,000 active. AID 485272, 2010;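 active = percent inhibition above a cutoff equal to the mean of all tested compounds plus 3 SD, cut at about 15% in these data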;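 note: 0% = PAD4 with RCA probe and DMSO and 100% = probe without PAD4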
GSTO1 counter – inhibitors of recombinant GSTO1, primary screen, counter-screen for RBBP9 inhibitor project, biochemical, fluorescence polarization | inhibition, % at 5.96 µM | Glutathione S-transferase omega-1 (Homo sapiens), P78417 | 1.1% of 300,000 active | activity-based probe fluorescence polarization;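 active = inhibition above the campaign mean inhibition plus 3 SD, cut at about 35% in these data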;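 note: 0% = GSTO1-1 with DMSO and 100% = wells lacking GSTO1-1 enzyme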
Target sequence (P78417 whole entry, looked up): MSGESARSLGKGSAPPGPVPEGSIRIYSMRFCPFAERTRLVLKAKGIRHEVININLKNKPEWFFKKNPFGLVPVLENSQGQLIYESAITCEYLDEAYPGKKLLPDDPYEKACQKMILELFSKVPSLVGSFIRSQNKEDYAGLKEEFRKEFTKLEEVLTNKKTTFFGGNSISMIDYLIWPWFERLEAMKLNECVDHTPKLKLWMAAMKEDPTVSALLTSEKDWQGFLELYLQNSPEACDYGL
pPAFAH FP inh – pPAFAH enzyme inhibitors, primary screen, biochemical, fluorescence polarization, human; inhibition, % at 3.39 µM; 1.5% of 330,000 active; AID 463082, 2010; recombinant pPAFAH, FP-rhodamine probe fluorescence polarization;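 active = inhibition above the mean inhibition across the screen plus 3 SD, cut at about 25% in these data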;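 note: inhibitors block binding of the rhodamine activity-based probe so polarization drops; 0% = enzyme with DMSO and 100% = wells lacking pPAFAH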
Target sequence (Q13093 whole entry, looked up): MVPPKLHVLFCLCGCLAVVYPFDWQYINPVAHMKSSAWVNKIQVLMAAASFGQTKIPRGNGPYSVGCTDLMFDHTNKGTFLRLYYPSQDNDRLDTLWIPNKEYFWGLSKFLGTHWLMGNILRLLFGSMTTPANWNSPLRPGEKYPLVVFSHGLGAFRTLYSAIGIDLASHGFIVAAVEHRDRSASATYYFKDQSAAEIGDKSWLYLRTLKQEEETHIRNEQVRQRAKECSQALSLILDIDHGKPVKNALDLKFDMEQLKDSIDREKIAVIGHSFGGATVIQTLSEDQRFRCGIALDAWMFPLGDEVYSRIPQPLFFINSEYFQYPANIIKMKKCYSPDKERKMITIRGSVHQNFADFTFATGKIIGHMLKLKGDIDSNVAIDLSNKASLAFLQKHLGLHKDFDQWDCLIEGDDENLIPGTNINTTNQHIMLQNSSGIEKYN
PREPL inh – PREPL enzyme inhibitors, primary screen, biochemical, fluorescence polarization. Prolyl endopeptidase-like (Homo sapiens), Q4J6C6. recombinant PREPL, fluorescence polarization activity-based probe. inhibition, % at 5.96 µM. 0.68% of 320,000 active; in the data active = inhibition above about 43%;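 note: 0% = enzyme with DMSO and 100% = wells lacking enzyme; many of its hits are not listed in these tables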
LYPLA1 counter – LYPLA1 inhibitors, primary screen, counter-screen for PME1 inhibitor project, biochemical, fluorescence polarization, FP-Rh probe ABPP | inhibition, % at 5.9 µM | AID 2174, 2009 | 0.16% of 320,000 active | recombinant LYPLA1;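 active = inhibition above the mean of all tested compounds plus 3 SD, set per campaign, cut at about 14% in these data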;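 note: inhibitors block serine hydrolase probe labeling of LYPLA1 so polarization falls; 0% = enzyme with DMSO and 100% = wells lacking LYPLA1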
LYPLA2 counter – LYPLA2 inhibitors, primary screen, counter-screen for PME1 inhibitor project, biochemical, fluorescence polarization, FP-Rh probe ABPP; 0.38% of 320,000 active; Acyl-protein thioesterase 2 (Homo sapiens), O95372; recombinant LYPLA2; inhibition, % at 5.9 µM;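 active = inhibition above the screen-wide mean plus 3 SD, limit set per campaign, cut at about 26% in these data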;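 note: 0% = LYPLA2 with DMSO and 100% = wells lacking LYPLA2 enzyme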
PAFAH2 inh – PAFAH2 enzyme inhibitors, primary screen, biochemical, fluorescence polarization, human. 0.99% of 340,000 active. inhibition, % at 3.39 µM. recombinant PAFAH2, FP-rhodamine activity probe. Platelet-activating factor acetylhydrolase 2, cytoplasmic (Homo sapiens), Q99487;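 active = inhibition above the mean over all tested compounds plus 3 SD, cut at about 30% in these data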;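 note: inhibitors block probe labeling of enzyme so polarization drops; 0% = enzyme with DMSO and 100% = wells lacking PAFAH2 protein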
PAFAH1B3 FP inh – PAFAH1B3 enzyme inhibitors, primary screen, biochemical, fluorescence polarization, human; inhibition, % at 3.39 µM; recombinant PAFAH1B3, FP-rhodamine probe; 0.28% of 340,000 active;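 active = inhibition above the screen-wide average of all tested compounds plus 3 SD, cut at about 25% in these data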;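 note: 0% = enzyme with DMSO only and 100% = wells lacking PAFAH1B3 protein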
Target sequence (Q15102 whole entry, looked up): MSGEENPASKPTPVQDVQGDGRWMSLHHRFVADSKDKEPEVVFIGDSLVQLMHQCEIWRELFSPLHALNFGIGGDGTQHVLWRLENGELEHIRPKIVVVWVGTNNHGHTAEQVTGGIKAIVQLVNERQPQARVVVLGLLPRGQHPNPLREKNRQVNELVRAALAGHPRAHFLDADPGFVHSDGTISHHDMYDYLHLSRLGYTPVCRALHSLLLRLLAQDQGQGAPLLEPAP
PAFAH1B2 inh – PAFAH1B2 enzyme inhibitors, primary screen, biochemical, fluorescence polarization, human. recombinant PAFAH1B2, FP-rhodamine activity probe. Platelet-activating factor acetylhydrolase IB subunit alpha2 (Homo sapiens), P68402. AID 492953, 2010. 1.2% of 340,000 active. inhibition, % at 3.39 µM;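 active = inhibition above the mean of all tested compounds plus 3 SD, cut at about 24% in these data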;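 note: 0% = enzyme with DMSO and 100% = wells lacking PAFAH1B2; many of its hits are not listed in these tables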
* marks the source's active call; other numbers are inactive results; nt = no result given. The list is partial, so the mix of outcomes need not match the whole.

compound	LYPLA1 counter	PAFAH2 inh	PREPL inh	GSTO1 counter	PAFAH1B2 inh	PAD4 inh	pPAFAH FP inh	PAFAH1B3 FP inh	LYPLA2 counter
CC(C)CCNc1nc2c(cc1C#N)COC(C)(C)C2	0	9	14	3	6	-3	2	3	4
O=C(C[C@H]1C[C@H](C(=O)N2CCOCC2)[C@@]2(CCC3CCCC3)c3[nH]c4cc(-c5ccco5)ccc4c3CCN2C1=O)NCc1ccco1	nt	1	nt	nt	5	-1	14	10	nt
CC(=O)c1ccc(NC(=O)C(C)Oc2ccc(N(C)S(=O)(=O)c3ccc(C)cc3)cc2)cc1 (centres undefined)	-8	-1	3	nt	2	2	2	-2	-17
COc1ccc(N2CCN(C(=O)c3cccc4nc(C)oc34)CC2)cc1	0	3	-3	2	0	-2	0	7	-2
COc1ccc(CCNS(=O)(=O)CCNC(=O)c2ccccc2)cc1	0	-1	17	9	4	8	7	-1	4
CCSCc1nnc(SCC(=O)Nc2nc(C)cs2)n1C	2	nt	-1	6	nt	3	0	nt	3
COc1ccc(CNC(=O)c2cc3c(=O)[nH]c4ccccc4c3n2C)cc1	1	4	-13	2	4	-6	0	10	2
Cc1cc(NCc2ccc(F)cc2Cl)n2nnnc2n1	-1	-3	38	-9	3	-6	-10	0	-8
CCOc1ccc(Oc2c(C)oc3cc(O)ccc3c2=O)cc1	4	6	6	-3	3	-1	5	3	11
NC1=Nc2cccc3cccc1c23	-1	6	20	34	15	-3	3	1	-13
COCCCN(CCC#N)C(=O)c1c(-c2c(Cl)cccc2Cl)noc1C	-2	1	1	7	3	-1	-1	6	-1
CCN1CCN(C(=O)C(C)Sc2nnc3nc(C)cc(C)n23)CC1 (centres undefined)	0	4	10	nt	4	-4	-1	0	4
CN1CCN(S(=O)(=O)c2ccc(Sc3nc4ccccc4[nH]3)c3nsnc23)CC1	2	-4	-1	3	1	0	1	7	0
COc1ncc(-c2ccc3c(c2)S(=O)(=O)c2cccc(C(=O)O)c2C3=O)cn1	-1	4	11	nt	-3	0	-4	2	-2
O=C(Nc1nc2c(Cl)c(Cl)ccc2s1)C1CC1	-6	-3	-82	-8	4	0	-7	1	2
Cc1ccc(C)c(N2CCN(C(=O)CCCOc3cc(=O)n(C)c4ccccc34)CC2)c1	2	-1	-1	-4	1	0	6	4	9
COc1ccc(-c2cn3cccnc3n2)cc1Br	-5	1	0	-2	3	-1	0	-3	0
CCCCn1c(N)c(N2CCOCC2)c(=O)n(CC(=O)NC(C)c2ccccc2)c1=O (centres undefined)	-1	8	-5	7	3	-7	0	1	-2
CCN(CC)S(=O)(=O)c1ccc(NC(=O)C2CCCO2)cc1 (centres undefined)	-6	0	-4	2	0	-6	3	1	-1
Cc1ccc(OCC(=O)N/N=C\c2ccncc2)c(C)c1	0	1	-5	4	-4	-3	2	6	5
C=CC(=O)NCc1ccc(-c2csnn2)cc1	1	-4	9	5	3	1	-1	9	4
COc1ccccc1CC(=O)N1CCN(C(=O)c2ccco2)CC1	1	-2	3	1	-5	-6	11	-4	3
O=C(c1ccccc1)N1CCCCC(S(=O)(=O)c2ccccc2)C1=O (centres undefined)	1	-9	10	6	4	5	2	-5	7
CN(C)c1cccc2c1c(NC(=O)Nc1ccc(Cl)cc1Cl)nn2C	4	6	6	0	5	-2	4	-1	5
Cc1ccc2cc(CN(CCCO)S(=O)(=O)c3ccccc3F)c(=O)[nH]c2c1C	-2	-7	-5	-2	6	2	4	2	5
CCCCCCC1CC(C)(C(=O)CNc2nncs2)OC1=O (centres undefined)	-4	-7	-5	1	5	-5	5	-3	-8
CCOc1cccc(NC(=O)c2ccc(S(=O)(=O)N3CCCC3)cc2)c1	0	3	0	4	-3	-4	0	2	5
CC(=O)c1ccc(S(=O)(=O)N2CCN(C(=O)/C=C/c3ccc4ccccc4n3)CC2)cc1	-3	8	-1	-7	-3	0	9	-4	-6
CCc1ccccc1NC(=O)C1CCCN(c2ncccn2)C1 (centres undefined)	1	2	0	1	3	1	4	3	2
COc1ccccc1NC(=O)CN1C(=O)NC2(CCCc3ccccc32)C1=O (centres undefined)	2	-8	3	nt	2	-3	-1	-1	0
COc1ccccc1CC(=O)Nc1ccc(S(=O)(=O)N2CCCC2)cc1	2	17	-3	-2	-1	1	4	2	1
CC(=O)Nc1ccc(NC(=O)c2cc[n+]([O-])cc2)cc1	4	-7	6	1	2	-3	-1	0	1
Cc1nnc(CN(C)C(=O)CC2C(=O)NCCN2Cc2ccccc2C)o1 (centres undefined)	-2	-1	-4	0	0	-2	0	3	-7
O=C(NNC(=O)c1c(O)c2ccccc2[nH]c1=O)c1ccccc1Br	1	10	20	-1	9	-9	5	10	0
O=C(CN1C(=O)NC2(CCCCC2)C1=O)Nc1cccc(S(=O)(=O)N2CCCC2)c1	-1	20	7	nt	0	-4	5	11	1
Fc1ccc(CNC(=S)Nc2ccc(Cl)cc2Cl)cc1	-6	2	-13	1	7	2	2	4	-1
COC(=O)C(C)Sc1nnc(Cc2cc(=O)[nH]c(=O)[nH]2)n1-c1cc(C)ccc1C (centres undefined)	1	6	-1	-1	7	-7	4	4	1
CN(C)C(=O)c1cnc(-c2ccccc2)nc1-c1ccccc1	-3	6	-2	-2	1	-2	3	11	-7
CC(C)(C)c1ccc(C(=O)Nc2ccc(C(=O)N3CCCC3)cc2)cc1	-1	0	10	-1	3	-3	5	3	2
Cc1ccccc1OCC(=O)Nc1ccccc1-c1ccccc1	0	-6	-5	-6	4	1	5	3	0
Cn1ncc(Br)c1C(=O)OCC(=O)Nc1nc(-c2ccccc2)cs1	-7	-10	-4	3	-2	6	-6	3	-6
CN(CC(=O)NCCCN1CCOCC1)S(=O)(=O)c1ccc(F)cc1	0	-7	-1	0	2	-2	10	-3	0
COc1ccc(N2CCN(CCCNC(=O)CCC(=O)N3CCOc4ccc(Cl)cc43)CC2)cc1	3	0	24	2	3	1	6	5	1
CC(=O)N1C(=O)/C(=C2\SC(=S)N(NC(=O)c3ccc(O)cc3)C2=O)c2ccccc21	-3	8	5	11	8	0	1	9	-2
COc1ccc(CC(=O)Nc2cc(Cl)ccc2C(=O)O)cc1	-1	1	7	-4	2	-2	-4	7	1
O=C(CSc1ccccc1C(=O)N1CCN(c2ccccc2)CC1)N1CCCC1	-1	10	11	nt	-10	6	3	6	6
Cc1cc(C)c(C(=O)Cn2nc(C)c([N+](=O)[O-])c2C)cc1C	-5	7	16	-7	-2	-2	1	5	2
CCOc1ccc(S(=O)(=O)N2CCN(C(=O)CCOc3ccccc3C)CC2)cc1	6	7	5	-3	3	-3	2	4	7
CCc1ccccc1NC(=O)CSc1nnc(CNC(=O)c2ccco2)n1C	-1	-2	10	4	1	8	-1	6	-3
COc1ccc(O)c(-c2[nH]ncc2C(=O)c2cccc(C)c2)c1	-2	-1	0	9	-1	3	3	8	4
NC(=O)c1nsc(C(=O)N(Cc2cccnc2)C(C(=O)NCc2ccc(F)cc2)c2ccc(O)cc2)c1N (centres undefined)	0	5	24	-1	3	-5	2	3	1
Clc1ccc2nc(C3CCN(Cc4ccccc4)CC3)[nH]c2c1	-1	3	5	2	0	0	-2	1	3
COc1ccc(C(=O)Cc2cc3ccccc3oc2=O)cc1	0	2	2	1	3	3	1	3	6
CCN1CCN(c2nc(C)c3c(n2)CCCC3=O)CC1	-2	-7	3	2	-1	3	-6	9	-1
COCCNC(=S)N1CCC(c2nc(-c3ccc(F)cc3)no2)CC1	-2	0	-5	1	3	0	7	2	0
CCOC(=O)C1(CCOc2ccccc2)CCN(Cc2cccc(OCCO)c2)CC1	2	5	-42	1	6	-1	2	9	4
O=C(NC(NCc1ccccc1)C(Cl)(Cl)Cl)c1cccnc1 (centres undefined)	-3	4	5	2	1	1	-5	4	-2
COc1ccccc1C(=O)OCCN=C1NS(=O)(=O)c2ccccc21	0	-1	2	1	0	-3	7	-13	-1
O=C(CCc1ccccc1)NNC(=O)c1ccccc1Cl	2	0	-3	1	0	3	0	-4	1
NC(=NCCc1c[nH]c2ccccc12)NS(=O)(=O)c1cc(F)ccc1F	-1	2	-6	-1	6	-7	4	4	0

Next part:
compound	LYPLA1 counter	PAFAH2 inh	PREPL inh	GSTO1 counter	PAFAH1B2 inh	PAD4 inh	pPAFAH FP inh	PAFAH1B3 FP inh	LYPLA2 counter
Cc1cccc2cc(CN(CC3CCCO3)C(=O)c3ccncc3)c(=O)[nH]c12 (centres undefined)	1	4	0	6	2	-1	-5	6	-2
COc1ccccc1N1CCN(C(=O)CSc2ccccc2)CC1	1	0	12	1	2	0	13	-5	5
CC(=O)c1ccc(C(=O)Nc2nnc(-c3ccc(Cl)cc3)o2)cc1	-1	-6	-1	-3	4	-1	8	-3	-2
CCN1CCN(Cc2c(O)ccc3c(C)cc(=O)oc23)CC1	2	-1	-7	1	7	-8	6	10	1
CC(C)=CC(=O)Nc1nnc(-c2ccccc2C)s1	-2	-2	-1	-6	1	-1	1	9	2
COc1ccc(CC(=O)Nc2sc3c(c2C#N)CC(C)(C)NC3(C)C)cc1OC	2	0	3	-1	0	-3	5	-1	6
CCOc1ccc(NC(=O)CCC(=O)N2CCSc3ccccc32)cc1	0	-1	-2	13	0	1	5	7	-2
c1ccc(-c2csc(Nc3ncccn3)n2)cc1	-3	-11	-6	4	5	-6	-3	1	-1
CCOc1ccc(NC(=O)CN(C)C(=O)CCCn2c(=O)oc3ccccc32)cc1OCC	7	6	11	6	6	-8	3	6	3
Cc1ccnc(NCc2cccc3ccccc23)c1	0	10	3	4	-2	-2	-5	8	3
COC(=O)c1ccc(CN2C(=O)NC(c3ccccc3)(c3ccccc3)C2=O)o1	0	-17	-25	0	-2	-4	2	4	-1
O=C(O)/C=C/C(=O)c1ccc2c(c1)CCc1ccccc1-2	-1	6	-3	4	7	5	9	8	0
COc1ccc(-c2csc3ncn(CC(=O)N4CCOCC4)c(=O)c23)cc1	-2	7	15	-1	-2	0	1	-1	4
O=C(Nc1ccc(NC(=O)c2ccccc2F)cc1)c1cccs1	1	-5	10	nt	6	4	6	0	5
COc1cc(C(=O)N/N=C/C2CC=CCC2)cc(OC)c1OC (centres undefined)	0	-2	5	1	0	0	2	4	1
CCCC(=O)Nc1nc(-c2ccccc2)ns1	0	2	-1	-1	-2	-6	2	7	0
COCCCn1c(SCc2nc3ccccc3c(=O)[nH]2)nc2ccccc2c1=O	1	-11	-5	-2	2	1	1	2	0
Cc1c(NC(=O)CN2C(=O)C(=O)N(Cc3ccccc3)C2=O)c(=O)n(-c2ccccc2)n1C	-2	8	4	4	6	3	-5	3	-5
COc1ccccc1CNC(=O)c1cn(C)c(=O)c2cc(OC)c(OC)cc12	1	2	8	-1	-4	2	-2	1	5
